Assay outcomes as filed in PubChem.
LmPK inhibitor: qHTS Assay for Inhibitors of Leishmania Mexicana Pyruvate Kinase (LmPK); Q27686; purified LmPK, Kinase-Glo ATP luminescence, 1 h; Potency, µM (highest dose often 57.5 µM), for the others: at the top dose activity change, negative = inhibition, most hits filed as inhibitors; 0.37% of 290,000 active; AID 1721, 2009; further: potency means the concentration at half of the fitted maximal effect; on the % scale 0 is the no-effect control and ±100 the full control effect
Target sequence (Q27686 whole entry, looked up): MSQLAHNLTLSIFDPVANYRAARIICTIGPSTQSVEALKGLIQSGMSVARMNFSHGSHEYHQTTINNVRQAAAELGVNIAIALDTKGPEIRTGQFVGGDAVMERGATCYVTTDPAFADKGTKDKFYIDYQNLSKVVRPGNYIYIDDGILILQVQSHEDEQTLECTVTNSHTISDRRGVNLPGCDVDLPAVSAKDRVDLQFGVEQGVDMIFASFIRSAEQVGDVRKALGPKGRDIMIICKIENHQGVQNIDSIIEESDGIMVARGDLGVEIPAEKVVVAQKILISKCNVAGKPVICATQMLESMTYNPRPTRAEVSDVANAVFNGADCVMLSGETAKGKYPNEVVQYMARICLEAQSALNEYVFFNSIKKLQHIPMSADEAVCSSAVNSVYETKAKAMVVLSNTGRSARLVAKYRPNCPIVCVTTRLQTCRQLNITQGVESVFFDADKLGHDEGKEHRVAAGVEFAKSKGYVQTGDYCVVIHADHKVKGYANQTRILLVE
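In 50 mM imidazole pH 7.2 with 7 mM MgCl2, LmPK (0.1 nM) turned over PEP (0.5 mM) and ADP (0.1 mM) for 1 h at room temperature. Luciferase read-out of ATP.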
HCV inhibitor: qHTS Assay for Inhibitors of Hepatitis C Virus (HCV) | Huh7.5.1 HCVcc-Cre infection, luciferase reporter, 44 h | Potency, µM (doses to about 41.8 µM), for inactives: top-dose activity change, negative = inhibition, most hits filed as inhibitors | 3.4% of 340,000 active; further: potency means the concentration at half of the fitted maximal effect; on the % scale 0 is the no-effect control and ±100 the full control effect
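Reporter virus HCVcc-Cre (~0.5 moi) infects cells exposed to compound; seeding density 1,000 cells/well with 4 h settling beforehand. Luminescence, 15 sec read, taken 44 h post-infection following a 15 min RT substrate incubation.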
Shiga inhibitor: A qHTS for Small Molecule Inhibitors of Shiga Toxin | Vero cells, Shiga toxin protein synthesis inhibition reporter | inhibition, % at 38.7 µM | 9.2% of 290,000 active; in the data active means inhibition mostly above about 28%, no sharp cut-off; inactive means mostly below about 43%; further: 0% is about no effect
Pf growth 48h: Primary qHTS for delayed death inhibitors of the malarial parasite plastid, 48 hour incubation | P. falciparum luciferase growth in erythrocytes, 48 h | Potency, µM (titrated, usually from 28.7 µM), without a hit: top-dose activity change, negative = inhibition, most hits filed as inhibitors | AID 504832, 2011 | 5.9% of 310,000 active; further: potency means the concentration at half of the fitted maximal effect; on the % scale 0 is the no-effect control and ±100 the full control effect
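Cell-based growth assay: transgenic P. falciparum expressing firefly luciferase, cultured in red cells within RPMI 1640 containing 0.5% w/v Albumax, 24 mM bicarbonate and gentamycin. A drop in luciferase activity indicates inhibition.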
Pf growth 96h: Primary qHTS for delayed death inhibitors of the malarial parasite plastid, 96 hour incubation; P. falciparum luciferase reporter growth, 96 h; Potency, µM (doses to about 28.7 µM), for inactives: at the highest dose activity change, negative = inhibition, usual class: inhibitors; 6.9% of 320,000 active; further: potency means the concentration at half of the fitted maximal effect; on the % scale 0 is the no-effect control and ±100 the full control effect
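P. falciparum expressing integrated firefly luciferase, in erythrocytes at 2% hematocrit, 0.05% parasitemia, incubated with compounds 96 h at 37 C, 5% CO2. Growth inhibition read as loss of luminescence; two-generation exposure targets delayed-death apicoplast inhibitors.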
Tb PYK inh: qHTS of Trypanosoma Brucei Inhibitors | pyruvate kinase (Trypanosoma brucei), Q57TT1 | TbPYK enzyme, Kinase-Glo Plus ATP luminescence, 45 min | Potency, µM (doses to about 76.8 µM), without a hit: top-dose activity, negative = inhibition, hits mostly inhibitors | 0.12% of 410,000 active | AID 624173, 2012; further: potency means the concentration at half of the fitted maximal effect; on the % scale 0 is the no-effect control and ±100 the full control effect; nearly all actives have a fitted effect of over 50% in size
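Activity of T. brucei pyruvate kinase was followed by Kinase-Glo Plus luminescence after the enzyme reacted 45 min at room temperature with 130 uM ADP (final) and substrate. Test compounds were added before ADP at multiple concentrations.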
CHX counter: Cycloheximide Counterscreen for Small Molecule Inhibitors of Shiga Toxin. cell reporter, cycloheximide protein synthesis inhibition counterscreen. max response, %. 12% of 300,000 active; in the data active means max response mostly above about 13%, no sharp cut-off; inactive means mostly below about 14%; further: read at 38.3 µM for the half of the compounds with a filed dose; 0% is about no effect
The depositor's hits bear a star; ? = inconclusive; . = no result given; & = joins results of further samples; [ ] = remark or other dose. Unless noted, the call rests on the fitted dose curve; in most records, active means well fitted curve in the direction sought with a large enough effect; inconclusive means small, poorly fitted or top-dose-only effect, or another doubt; inactive means no such curve, though single readings can be large; an effect the other way counts as inactive or inconclusive.

Every second line gives: CHX counter | LmPK inhibitor | HCV inhibitor | Pf growth 96h | Tb PYK inh | Pf growth 48h | Shiga inhibitor
COc1ccc(N2CC(C(=O)NC3=NCCS3)CC2=O)cc1 (configuration not stated)
  -1 | -2% | 13% | 19% | 3% | 22% | -21
Cc1n[nH]c(C)c1SCC(=O)Nc1ccc(F)cc1
  2 | 4% | 19% | -28% | -11% | 82%[activator] | -1
Nc1nc(Nc2ccccc2)nc2ccccc12
  28 | 16µM* | 7% | ? | -23% | 3.3µM* | 56
CCOC(=O)/C(C#N)=C/c1ccc(OC)c(OC)c1
  -1 | 0% | 11% | . | -1% | 8% | -24
Cc1ccc(C(=O)NC2CCCN(c3ccc(C(F)(F)F)cn3)C2)cn1 (configuration not stated)
  -1 | -8% | 9% | -23% | 6% | -2% | -6
COc1cc(CNC(=O)C2CCCC2)cc(OC)c1OC
  -3 | 1% | 9% | 21% | 7% | 9% | -4
CCOc1ccc(NC(=O)CCC(=O)c2ccc(Br)cc2)cc1
  -1 | -5% | 5% | -97% | 11% | 1% | -6
COC(=O)C1CN(S(=O)(=O)c2ccc(NC(C)=O)cc2)CCS1 (configuration not stated)
  -4 | -1% | 18% | 3% | 6% | 10% | -5
O=C(CC1OCC2CCCN2C1=O)Nc1ccc([N+](=O)[O-])cc1 (configuration not stated)
  5 | 1% | 0% | 24% | 3% | 6% | 24
O=C(NC1CCCCC1)C1c2ccccc2C(=O)N1Cc1ccc2c(c1)OCO2 (configuration not stated)
  7 | 9% | 7% | 1% | 3% | ? | 10
COc1cc(CN2CCc3ccccc3C2)ccc1O
  30* | -1% | ? | 7% | -6% | 3% | 54*
CCOc1ccc(CCNC(=O)COC(=O)/C=C/c2cccc(OC)c2)cc1OCC
  . | . | -29% | ? | -1% | -4% | .
Cc1ccc(N(C)S(=O)(=O)c2nnc(NC(=O)C3CCCCC3)s2)cc1
  -7 | . | . | . | 1% | . | -4
Cc1ccc(-c2nc(C3CCCN(S(=O)(=O)c4ccc(C(C)(C)C)cc4)C3)no2)cc1 (configuration not stated)
  -1 | 4% | 6% | 1% | -4% | . | -7
C(=N\c1nccs1)/Nc1nccs1
  -5 | 0% | 25% | 45%[activator] | 1% | 8% | 2
CC(=O)Nc1ccc(NC(=O)C(C)NC(C)c2cccc3ccccc23)cc1 (configuration not stated)
  -9 | 0% | 3% | -13% | 0% | -13% | 4
Cc1ccc2oc(=O)c3cnn(CC(=O)NCCC(C)C)c3c2c1
  0 | 1% | -5% | 28% | 1% | -10% | -4
COc1ccc(NC(=O)CSc2nc3[nH]c(=O)cc(O)c3s2)c(OC)c1
  . | . | -7% | 1% | 1% | 10µM* | .
Cc1ccc(OCC(=O)N(Cc2ccc(N(C)C)cc2)C2CCS(=O)(=O)C2)cc1C (configuration not stated)
  -1 | -1% | -5% | ? | 0% | ? | 6
COCCNc1nc(N)c([N+](=O)[O-])c(NC2CCCCC2)n1
  -5 | 9% | ? | ? | 1% | ? | -5
O=C(NCCCN1CCOCC1)c1ccc(Cl)c(S(=O)(=O)N2CCCCCC2)c1
  -2 | 1% | ? | ? | . | . | -18
COc1ccc(CN2C(=O)c3cccnc3C2=O)cc1S(=O)(=O)NC1CCCCC1C (configuration not stated)
  -5 | 2% | 14% | -58% | -17% | 16% | 17
CCOC(=O)c1sc(/N=C/C2=C(O)CC(C)(C)CC2=O)c(C(=O)OCC)c1C
  66* | 0% | -29% | 118%[activator] | 2% | 0% | 98
CCCNC(=O)c1c(Cl)cnn1-c1ccc(C)cc1
  39* | 4% | 5% | 154%[activator] | 4% | 391%[activator] | 60*
CC(=O)OCC[C@H](NS(=O)(=O)OCC(Cl)(Cl)Cl)c1ccccc1
  -3 | 3% | 9% | ? | 0% | 0% | -12
Cc1ccc(C(=O)Nc2scc(-c3ccccc3)c2C(=O)O)o1
  14* | -19% | -2% | 21% | -5% | 18% | 35
CC(=O)Nc1nonc1NC(=O)c1ccc(C(C)(C)C)cc1
  20* | 1% | -29% | 132%[activator] | 2% | ? | 58*
CC1(C)Cc2c(cnn2-c2ccc(F)cc2)C(NC(=O)c2ccco2)C1 (configuration not stated)
  13 | -4% | 2% | -20% | -9% | 58%[activator] | 22*
CC(C)n1c(-c2ccc(C(C)(C)C)cc2)n[nH]c1=S
  -5 | 8.9µM* | ? | 33%[activator] | ? | 32%[activator] | -4
Cc1ccc(C(=O)C2CCN(CC(=O)NCc3ccc(F)cc3)CC2)cc1
  -8 | -3% | -28% | ? | 4% | 27% | -10

Nothing new here: entries from further up.
Every second line gives: CHX counter | LmPK inhibitor | HCV inhibitor | Pf growth 96h | Tb PYK inh | Pf growth 48h | Shiga inhibitor
CCOC(=O)/C(C#N)=C/c1ccc(OC)c(OC)c1
  -1 | 0% | 11% | . | -1% | 8% | -24
Cc1ccc(C(=O)NC2CCCN(c3ccc(C(F)(F)F)cn3)C2)cn1 (configuration not stated)
  -1 | -8% | 9% | -23% | 6% | -2% | -6
COc1cc(CNC(=O)C2CCCC2)cc(OC)c1OC
  -3 | 1% | 9% | 21% | 7% | 9% | -4
CCOc1ccc(NC(=O)CCC(=O)c2ccc(Br)cc2)cc1
  -1 | -5% | 5% | -97% | 11% | 1% | -6
COC(=O)C1CN(S(=O)(=O)c2ccc(NC(C)=O)cc2)CCS1 (configuration not stated)
  -4 | -1% | 18% | 3% | 6% | 10% | -5
O=C(CC1OCC2CCCN2C1=O)Nc1ccc([N+](=O)[O-])cc1 (configuration not stated)
  5 | 1% | 0% | 24% | 3% | 6% | 24

Carrying on:
Every second line gives: CHX counter | LmPK inhibitor | HCV inhibitor | Pf growth 96h | Tb PYK inh | Pf growth 48h | Shiga inhibitor
Cn1c(=O)c2c(nc(Oc3ccc4c(c3)OCO4)n2Cc2ccc(Cl)cc2)n(C)c1=O
  10 | 4% | 6% | . | -3% | -6% | -13
C=CCN1C(=O)/C(=C\c2ccc(Cl)cc2)N=C1SCC(=O)NC1CCCCC1
  -6 | 8% | 7% | 35%[activator] | 2% | . | -10
CCS(=O)(=O)Nc1ccc(-c2cc(-c3ccccc3)c3cc(C)ccc3n2)cc1
  -2 | -1% | ? | ? | 3% | ? | -1
Cc1c(Cl)cccc1NC(=O)[C@@H](NC(=O)c1ccccc1Cl)C(C)C
  -2 | -5% | -2% | ? | 2% | 3% | 1
CCNS(=O)(=O)c1ccc(NC(=O)Cn2cc([N+](=O)[O-])cn2)cc1
  0 | 1% | 7% | 0% | 3% | 3% | -4
CCOC(=O)CC(NS(=O)(=O)c1ccc2[nH]c3c(c2c1)CCCC3)c1ccccc1Cl (configuration not stated)
  -4 | . | . | . | 6% | . | -3
CCC(C(=O)NC1CCN(C)CC1)c1ccccc1 (configuration not stated)
  -1 | 2% | -3% | -16% | 0% | 17% | -9
C=CCc1ccc(OC(=O)NC2CCCCC2)c(OC)c1
  28* | 6% | 0% | -31% | -2% | 38%[activator] | 71*
O=C(NC1CC1)c1c(O)c2ccccc2[nH]c1=O
  9 | 0% | 12% | ? | 0% | ? | 20
O=C(CNC(=S)N(Cc1ccccc1)Cc1cccs1)NCc1ccc(F)cc1
  -1 | 9% | ? | ? | 0% | ? | 20
Cc1cccc(NC(=O)NC2(C(=O)NCc3ccco3)CCCCC2)c1
  -5 | 1% | -2% | ? | 4% | 17% | -5
CCN(CC(=O)Nc1cc(Cl)ccc1C)C(=O)Cc1ccsc1
  . | . | -19% | ? | 0% | -21% | .
COc1cc(/C=C(\C#N)C(=O)Nc2cccc(C(=O)O)c2)ccc1OCc1ccc(Cl)cc1
  52* | 4% | 9% | 69%[activator] | -7% | 24% | 107*
Cc1cc(=O)n(CCCc2ccccc2)[nH]1
  . | . | 0% | 27% | -8% | ? | .
COc1ccc(OCCNC(=O)c2ccc(C)cc2)cc1
  29* | 0% | -5% | 2.9µM* | 2% | -10% | 56*
CCc1sc(C(=O)Nc2cc(S(=O)(=O)N3CCOCC3)ccc2OC)cc1C
  . | . | ? | ? | 3% | ? | .
Cc1cnc(C(=O)OCC(=O)N2CCc3ccccc32)cn1
  9 | -9% | 25% | -6% | 1% | 0% | -5
C/C(=N/NS(C)(=O)=O)c1ccc2ccccc2c1
  16 | -4% | 3% | . | 2% | -12% | 37
O=C(CCSc1nnc2ccc3ccccc3n12)Nc1ccc(F)cc1
  6 | -2% | 4% | ? | -4% | . | -14
CCOC(=O)C1=c2/c(=C/c3ccccc3OC)c(N)c(C#N)n2C(=O)C(c2ccccc2OC)S1 (configuration not stated)
  -5 | 2% | . | 5% | . | . | -7
CCOC(=O)c1c(Nc2ccccc2N)cc(C)nc1C
  9 | -1% | 2% | . | -6% | 15% | -10
CCn1nc(C(=O)Nc2ccc(S(=O)(=O)Nc3nccs3)cc2)c2ccccc2c1=O
  7 | 5% | -7%&-1% | . | -1% | ? | -3
Cc1cc(C)nc(Oc2ccc(Br)cc2Br)n1
  25* | 1% | 4% | -11% | 1% | 40%[activator] | 77*
CCC1CCCCN1CCCNC(=O)CCNC(=O)Cn1cnc2ccccc2c1=O (configuration not stated)
  -8 | -4% | 14% | 0% | 3% | 5% | -4
O=C(c1ccc2snnc2c1)N1CCN(c2ccccn2)CC1
  -7 | 1% | 14% | 10% | -14% | 3% | -16
Cc1ccnc(NCc2ccc(Cl)cc2)c1
  25* | -7% | -17% | 166%[activator] | -15% | 12% | 49*
CC(C)c1ccc(N2C(=O)[C@@H]3Cc4ccccc4CN3C2=O)cc1
  24 | 11% | -15% | . | -2% | -18% | 11
N/C(=N\S(=O)(=O)c1ccc(Cl)cc1)N1CCOCC1
  -1 | 8% | 12% | -4% | 4% | ? | 7
COc1ccccc1N1CCN(C(=O)CCc2nnc3ccc(N4CCCC4)nn23)CC1
  -2 | -7% | -5% | ? | -12% | -4% | 7
CCOC(=O)COc1ccccc1C1Nc2ccccc2C(=O)N1c1cccc(Cl)c1 (configuration not stated)
  36* | -2% | -11% | 25% | 0% | ? | 66*
O=C(NCc1ccco1)c1ccccc1
  0 | -7% | 15% | 2% | -5% | 8% | -3
Cc1ccc(S(=O)(=O)Nc2cccc(C(=O)N3CCOCC3)c2)c(C)c1NS(C)(=O)=O
  -2 | -3% | 18% | ? | -1% | 18% | 0
CCOC(=O)c1c(CSC(=N)N)n(-c2ccc(Br)cc2)c2cc(Br)c(OC(C)=O)cc12
  -7 | 2% | ? | ? | 2% | 1.9µM* | -22
O=C(CSc1ccc(-c2nc3ccccc3[nH]2)cn1)Nc1ccc(S(=O)(=O)N2CCCC2)cc1
  40* | 0% | -13% | ? | -8% | ? | 33*

Single records, as listed above. Order of screens: CHX counter, LmPK inhibitor, HCV inhibitor, Pf growth 96h, Tb PYK inh, Pf growth 48h, Shiga inhibitor
CCOC(=O)c1c(CSC(=N)N)n(-c2ccc(Br)cc2)c2cc(Br)c(OC(C)=O)cc12 across the screens: -7, 2%, ?, ?, 2%, 1.9µM*, -22
Cc1ccc(S(=O)(=O)Nc2cccc(C(=O)N3CCOCC3)c2)c(C)c1NS(C)(=O)=O across the screens: -2, -3%, 18%, ?, -1%, 18%, 0
O=C(NCc1ccco1)c1ccccc1 across the screens: 0, -7%, 15%, 2%, -5%, 8%, -3
